# Compound activity as filed in PubChem BioAssay.
# NCI-60 one-dose screen, 48 h, at 10 µM unless noted. Numbers give growth in % (100 = growth as untreated, 0 = no growth, -100 = all killed).
# K-562 – K-562 leukemia; 78,000 tested, 7.4% active; AID 1794777
# BT-549 – BT-549 breast cancer; 78,000 tested, 4.4% active
# T-47D – T-47D breast cancer. AID 1794792. 79,000 tested, 5% active
# SR – SR leukemia cells | 73,000 tested, 8.7% active
# MDA-MB-468 – MDA-MB-468 breast cancer | 78,000 tested, 8.5% active | AID 2202374
# MDA-MB-231 – MDA-MB-231 breast cancer | 81,000 tested, 5% active
# HS 578T – HS 578T breast cancer | 78,000 tested, 4.1% active
# MCF7 – MCF7 breast cancer. AID 1794796. 82,000 tested, 6.3% active
# * = called active by the depositor; . = no result given; & = joins results of further samples; [ ] = remark or other dose. How the source made its calls: active means growth percent below 10; inactive means the rest. These rows are one share of the data; count on the stated rates, not on these rows.
SMILES,K-562,BT-549,T-47D,SR,MDA-MB-468,MDA-MB-231,HS 578T,MCF7
Cc1cnc(/C=C/C(=O)O)cc1-c1cc2c(cc1C)C(C)(C)CCC2(C)C,109,69,80,66,95,81,70,22
NC(=O)Cc1c(OC(=O)NCCCCN=C(N)N)cc(Br)c(O)c1Br,102,113,115,96,120,107,106,108
CCOCC1(CCc2ccccc2)C(=O)NC(=S)NC1=O,105,105,99,93,119,100,106,103
CCN(CC)C(C)CC(C#N)(c1ccccc1)c1ccccc1 (stereo not given),96,79,70,74,78,68,76,72
CN1CC2C3C=CC(C3)C2C1 (stereo not given),111,90,101,109,109,110,111,98
ClP(Cl)(c1ccccc1)(c1ccccc1)c1ccccc1,117,.,103,101,114,108,.,100
CC12CCC3C(CCC4=C(Oc5ccccc5)C(=O)CCC43C)C1CCC2=O (stereo not given),86,110,117,67,.,110,104,103
COC1=C(N2CC2)C(=O)c2ccccc2C1=O,104,88,89,74,114,92,96,94
COc1cc(C=Nc2cccc(C(=O)O)c2)ccc1N(CCCl)CCCl,101,103,96,92,47,106,93,95
C[C@@H]1CCC2[C@@H](C)[C@H](OC(=O)CCC(=O)NCCNC(=O)Cc3cc(=O)oc4cc(N(C)C)ccc34)O[C@@H]3O[C@]4(C)CC[C@@H]1C23OO4 (stereo not given in full),14,.,41,-17*,64,77,50,36
O=C/C=C/c1ccco1,89,104,107,99,106,99,107,96
NCCc1cc(O)c(O)c(O)c1,96,101,97,102,101,87,111,95
Cc1c2ccncc2c(C)c2c1[nH]c1ccccc12,3.9*,.,-56*,-13*,-55*,-69*,-47*,-16*
O=[P+](O)c1cccnc1,99,116,88,96,99,107,105,102
CCC1C(=O)N(C)C(=O)N(C)C1=O,115,98,101,89,118,100,122,97
Oc1ccccc1C=NCCN=Cc1ccccc1O,112,106,103,99,107,101,106,98
COc1cc(C=C2C(=O)NC(=O)NC2=O)cc(Cl)c1OCCCCC1CCCCC1,82,84,85,85,104,93,101,91
COc1ccc2c(c1)C1OCCNC1CC2 (stereo not given),99,107,109,102,106,115,109,106
CCOP(=O)(OCC)c1nc(-c2ccccc2)oc1N(C)CCBr,95,114,99,104,102,101,102,97
CC1(C)CC[C@]2(C(=O)NCC(=O)OCc3cn(C4OC(OO)C(O)C(O)C4O)nn3)CC[C@]3(C)C(=CC[C@@H]4[C@@]5(C)CC[C@H](O)C(C)(C)[C@@H]5CC[C@]43C)[C@@H]2C1 (stereo not given in full),103,96,94,98,99,106,102,89
COc1cc(/C=C\[N+](=O)[O-])ccc1OCc1ccccc1,0.1*,37,49,-24*,6.8*,12,43,9.6*
CCCCCCNP(=O)(OCC)OCC,97,115,95,94,105,94,114,104
COc1cc(C=Nc2cccc(Br)c2)ccc1N(CCCl)CCCl,88,85,91,44,-19*,91,150,67
COc1ccccc1N1CCNCC1,104,96,102,107,92,120,145,103
COc1cc(C)c(-c2ccc(=O)c(OC)cc2C)c(OC)c1OC,54&98,109,111&100,60&91,69&90,102&98,99&109,86&94
COc1ccc(Cc2nccc3cc(OC)c(OC)cc23)cc1OC,35,70,43,66,11,66,88,72
C=C1CC2C(CC[C@]3(C)C(=O)CCC23)[C@@]2(C)C=CC(=O)C=C12 (stereo not given in full),96,102,108,.,84,98,116,.
Oc1c(Cl)cc(Cl)cc1CCl,66,134,.,101,103,102,110,99
O=C1C(Cc2ccccc2)C(=O)N(Cc2ccccc2)C(=O)N1Cc1ccccc1,98,95,92,99,107,103,100,95
COc1ccc(Cl)cc1NC1=N[C@]23CC(=O)CC[C@]2(C)[C@H]2CC[C@]4(C)C(=O)CC[C@H]4[C@@H]2C[C@@H]3S1,81,82,107,77,103,98,82,90
Nc1ccc(Cl)c(Cl)c1,92,104,93,105,111,95,111,105
Oc1c(O)c(Cl)c(Cl)c(Cl)c1Cl,24,53,15,24,74,45,35,13
N#Cc1c(N)oc2c(-c3ccccc3)[se]nc12,85,103,89,77,97,102,77,82
Cc1c2oc3c(C)ccc(C(=O)N[C@@H]4C(=O)N[C@H](C(C)C)C(=O)N5CCC[C@H]5C(=O)N(C)CC(=O)N(C)[C@@H](C(C)C)C(=O)OC4C)c3nc-2c(C(=O)N[C@@H]2C(=O)N[C@H](C(C)C)C(=O)N3CC(=O)C[C@H]3C(=O)N(C)CC(=O)N(C)[C@@H](C(C)C)C(=O)OC2C)c(N)c1=O (stereo not given in full),.,-9.8*,-5.0*,.,-38*,1.9*,5.6*,1.4*
CCCCCCOC(N)=O,97,108,95,94,95,106,106,97
C[C@@H]1C[C@H]2C(=O)O[C@@H](C)C(NC(=O)[C@H](Cc3cc(F)cc(F)c3)NC(=O)Nc3ccc(OS(=O)(=O)F)cc3)C(=O)N3CCC[C@H]3C(=O)N3CCO[C@H](C)[C@H]3C(=O)N[C@@H](CO)C(=O)N2C1 (stereo not given in full),21,22,33,25,-7.3*,32,40,17
CNC(=O)O/N=C/C(C)(C)SC,78,112,100,84,105,126,118,101
CC(C)N(CCC(C(N)=O)(c1ccccc1)c1ccccn1)C(C)C (stereo not given),107,91,103,92,107,100,122,113
CS(=N)(=O)CCC(N)C(=O)O (stereo not given),97,99,111,100,106,109,104,101
Oc1ccccc1C=NCCN=Cc1ccccc1O.[Fe],85,110,98,73,64,35,77,70
Nc1nnc(Sc2nc3ccc(Cl)cc3c(=O)n2-c2ccc(Cl)cc2)s1,105,87,71,90,94,106,104,87
O=C(Nc1ccc(S(=O)(=O)F)c(Cl)c1)Oc1ccccc1,99,98,89,97,.,114,106,96
Fc1ccccc1N=C=S,91,116,77,.,71,92,96,87
C1=CCC2CN(CCCN3CCOCC3)CC2C1 (stereo not given),103,124,98,98,102,108,108,91
Cn1c(-c2ccccc2)c(C(C[N+](=O)[O-])c2ccccc2)c2ccccc21 (stereo not given),79[7 µM],101[7 µM],63[7 µM],109[7 µM],79[7 µM],86[7 µM],92[7 µM],95[7 µM]

# By substructure, the compounds so far containing an aryl methoxy group
SMILES,K-562,BT-549,T-47D,SR,MDA-MB-468,MDA-MB-231,HS 578T,MCF7
COc1cc(C=Nc2cccc(C(=O)O)c2)ccc1N(CCCl)CCCl,101,103,96,92,47,106,93,95
COc1cc(C=C2C(=O)NC(=O)NC2=O)cc(Cl)c1OCCCCC1CCCCC1,82,84,85,85,104,93,101,91
COc1ccc2c(c1)C1OCCNC1CC2 (stereo not given),99,107,109,102,106,115,109,106
COc1cc(/C=C\[N+](=O)[O-])ccc1OCc1ccccc1,0.1*,37,49,-24*,6.8*,12,43,9.6*
COc1cc(C=Nc2cccc(Br)c2)ccc1N(CCCl)CCCl,88,85,91,44,-19*,91,150,67
COc1ccccc1N1CCNCC1,104,96,102,107,92,120,145,103
COc1cc(C)c(-c2ccc(=O)c(OC)cc2C)c(OC)c1OC,54&98,109,111&100,60&91,69&90,102&98,99&109,86&94
COc1ccc(Cc2nccc3cc(OC)c(OC)cc23)cc1OC,35,70,43,66,11,66,88,72
COc1ccc(Cl)cc1NC1=N[C@]23CC(=O)CC[C@]2(C)[C@H]2CC[C@]4(C)C(=O)CC[C@H]4[C@@H]2C[C@@H]3S1,81,82,107,77,103,98,82,90

# The main list resumes with the 2 entries that preceded the break.
SMILES,K-562,BT-549,T-47D,SR,MDA-MB-468,MDA-MB-231,HS 578T,MCF7
C1=CCC2CN(CCCN3CCOCC3)CC2C1 (stereo not given),103,124,98,98,102,108,108,91
Cn1c(-c2ccccc2)c(C(C[N+](=O)[O-])c2ccccc2)c2ccccc21 (stereo not given),79[7 µM],101[7 µM],63[7 µM],109[7 µM],79[7 µM],86[7 µM],92[7 µM],95[7 µM]
CC(C)C1(NC(=O)C2CC3c4cccc5[nH]cc(c45)CC3N(C)C2)OC2(O)C3CCCN3C(=O)C(Cc3ccccc3)N2C1=O (stereo not given),70,91,103,88,.,87,100,96
NCC(O)c1cccc(O)c1 (stereo not given),92&91,105&102,97&97,100&94,102&105,101&110,109&109,97&97
Cn1c(O)c(/C=C2\C=Nc3ccccc32)c(=O)n(C)c1=O,98,106,86,133,93,77,108,86
COc1cc2c(cc1OCc1ccccc1)C(CC(C)C)=[N+](C)CC2,67,44,58,90,2.1*,93,83,73
Cc1ccccc1N1CCNCC1,116,94,93,119,111,111,104,93
Cc1cccc(OCC(O)CN2CC2)c1 (stereo not given),96,112,98,82,109,97,106,89
O=C1c2ccccc2C(=O)C1C(=O)C(c1ccccc1)c1ccccc1,112,.,90,100,83,91,98,98
CC(Cc1ccc2c(c1)OCO2)NN (stereo not given),82,97,78,92,105,104,93,91
O=[N+]([O-])c1cccc(NP(=O)(N2CC2)N2CC2)c1,101,119,109,93,95,105,96,92
O=C/C=C/c1ccccc1,108,104,110,92,101,108,124,93
S=c1[nH]c2ccccc2[nH]1,93,100,89,86,110,106,109,100
Clc1ccc2oc3ccc(Cl)cc3c2c1,105,.,82,105,112,105,96,88
Oc1c2c3c4c5c1N=CC=5CC[N+]=4C1(O)CCC3(CCN2)CC1,86,99,103,103,93,110,106,84
O=C(O)CCl,105,103,98,104,106,104,105,102
CNC(=O)Oc1ccc2ccccc2c1,100,95,100,.,109,102,105,99
CCCCCN(CCCCC)C(C)C(O)c1ccc(Cl)cc1 (stereo not given),79,106,94,103,91,87,101,98
CCO[C@H]1CC[C@@]2(C)[C@@H](CC[C@@H]3[C@@H]2CC[C@@]2(C)[C@H]3C[C@@H]3OB(O)O[C@@H]32)C1,105,98,82,86,98,96,103,109
CCC(=O)c1ccc(N)cc1,103,106,100,.,124,111,109,92
Oc1ccc2ccc3cccc4ccc1c2c34,91,101,83,92,96,88,95,109
CN1CCC2(O)OCCCC2C1 (stereo not given),100,101,99,.,109,106,.,93
NC(=O)C(F)(F)Cl,98,116,99,98,97,100,106,100
COCCOCCOCCOc1ccc(-n2cc(-c3ccc(O[C@H]4O[C@@H]5OC6(C)CC[C@H]7[C@H](C)CC[C@@H]([C@H]4C)[C@@]57OO6)cc3)nn2)cc1,29,3.8*,17,34,13,80,44,15
COc1ccccc1N1CCN(CCc2c[nH]c3cc4c(cc23)OCO4)CC1,76,84,83,.,90,80,69,79
COc1cc(OC)c(S(=O)(=O)N(CCCl)CCCl)cc1C(=O)/C=C/c1ccccc1,85,95,96,67,91,99,107,75
CCC1(CC)C(=O)C=CNC1=O,92&97&96,103&104,93&97&104,89&78&107,95&104&99,112&122,114&110&112,102&101&107
Cc1ccc2oc(=O)c3c(c2c1)OC(N)=C(C(N)=O)C3c1ccc([N+](=O)[O-])cc1 (stereo not given),.,94,.,105,98,99,98,96
CCC1CN1P(=O)(c1ccccc1)N1CC1CC (stereo not given),91,103,106,82,103,111,107,97
C[C@]12CCC(=O)C=C1CCC1C2CC[C@@]2(C)C1CC[C@@H]2O (stereo not given in full),99,81,96,.,113,93,65,104
O=S(=O)(O)CCBr,117,96,.,94,90,103,101,98
Cc1cc(Cl)ccc1OC(C)C(=O)O (stereo not given),95,113,102,68,100,111,116,91
CN(N=O)C(=O)C(=O)N(C)N=O,115,103,98,96,89,95,99,103
COc1cccc(C2N3CCCN2CC3)c1 (stereo not given),98,129,119,.,104,105,112,95
CCCCCCCCOP(=O)(N1CC1C)N1CC1C (stereo not given),110,94,101,90,98,112,104,101

# 5 compounds out of the list, ordered by molar mass, low to high.
SMILES,K-562,BT-549,T-47D,SR,MDA-MB-468,MDA-MB-231,HS 578T,MCF7
NC(=O)C(F)(F)Cl,98,116,99,98,97,100,106,100
CCC1(CC)C(=O)C=CNC1=O,92&97&96,103&104,93&97&104,89&78&107,95&104&99,112&122,114&110&112,102&101&107
CN1CCC2(O)OCCCC2C1 (stereo not given),100,101,99,.,109,106,.,93
Oc1ccc2ccc3cccc4ccc1c2c34,91,101,83,92,96,88,95,109
Cc1ccc2oc(=O)c3c(c2c1)OC(N)=C(C(N)=O)C3c1ccc([N+](=O)[O-])cc1 (stereo not given),.,94,.,105,98,99,98,96
